# Growth percent in the NCI-60 one-dose screen (48 h, 10 µM unless noted): 100 = growth as untreated, 0 = no growth, -100 = all killed.
# RPMI-8226: RPMI-8226 leukemia cells | hit rate 7.5% among 77,000 | AID 1794781
# CCRF-CEM: CCRF-CEM leukemia; hit rate 7% among 77,000
# M14: M14 melanoma. hit rate 6.2% among 80,000
# UACC-62: UACC-62 melanoma | hit rate 5.4% among 81,000
# HOP-92: HOP-92 NSCLC cells; hit rate 6.3% among 71,000; AID 1794738
# EKVX: EKVX NSCLC; hit rate 3% among 71,000; AID 1794765
# HOP-62: HOP-62 NSCLC; hit rate 3.9% among 80,000; AID 1794735
# A549/ATCC: A549/ATCC NSCLC. hit rate 3.7% among 81,000
# An asterisk follows results filed as active; · = not tested or not shown; & = joins results of further samples; [ ] = remark or other dose. Rule for the calls: active = growth percent below 10; inactive = the rest.
# Each structure is followed by: RPMI-8226	CCRF-CEM	M14	UACC-62	HOP-92	EKVX	HOP-62	A549/ATCC
COc1ccc2[nH]c(O)c(N=NC(=O)Cn3c(-c4ccccc4)nc4cc(Cl)c(Cl)cc43)c2c1
    83.2	99.6	87.2	79.3	79.1	85.4	102.3	90.0
Cc1cccc(NC(=O)Cn2cc(CN3CCN(c4ccnc5cc(Cl)ccc45)CC3)nn2)c1
    63.7	-32.9*	92.5	73.0	56.3	87.7	80.1	94.1
N#C/C(=C\c1ccc[nH]1)c1cc(-c2ccc(Cl)cc2)nn1-c1ccccc1
    26.7	51.4	29.2	55.5	45.9	34.8	62.7	33.8
Nc1nc(N)c2cc(NCc3ccc(Cl)c(Cl)c3)ccc2n1
    -42.0*	-49.2*	-84.0*	-84.0*	·	-78.8*	-85.6*	-90.2*
OCCCc1ccc(Cl)cc1
    106.7	106.7	94.8	104.0	104.7	105.3	94.4	103.5
c1nc2nonc2nc1C12CC3CC(CC(C3)C1)C2
    ·	82.1	80.2	67.5	·	84.4	89.2	89.1
Cn1c(=O)c2[nH]c(SCC(=O)Nc3ccc(C(=O)/C=C/c4ccc(Cl)cc4)cc3)nc2n(C)c1=O
    59.4	75.0	93.6	79.7	48.8	89.8	88.6	88.5
Cc1ccc(Cl)cc1NC(=O)OCCCl
    109.7	97.5	104.8	103.3	104.4	101.2	97.0	98.3
CCS(=O)(=O)Oc1ccc(-c2cn3ccsc3n2)cc1
    100.6	108.3	103.0	99.7	114.5	97.5	126.9	102.2
CC(=O)Oc1ccccc1C(=O)Nc1ccc(C(C)=O)cc1
    92.7	95.7	109.6	103.4	125.8	103.4	105.7	106.8
Oc1c(Cl)cc(Cl)c(Cl)c1CN1CCOCC1
    110.0	122.3	106.6	91.2	89.6	98.8	100.8	102.4
O=C(CSc1oc(-c2ccccc2)nc1S(=O)(=O)c1ccccc1)NC1CCCCC1
    65.0	67.9	82.5	73.1	89.6	86.9	95.2	91.0
O=C(O)CCCc1cn(Cc2cn(CC(=O)Nc3ccc(Cl)cn3)nn2)c2ccccc12
    103.6	110.1	97.7	91.8	89.1	96.2	89.4	105.2
CCCC1OCC=CCO1
    105.0	87.4	101.6	101.3	94.5	·	107.2	100.1
COc1cccc(OC)c1O[C@@H](c1ccccc1)[C@H](O)CO
    90.6	90.0	107.7	99.0	95.0	112.8	109.1	98.6
CC(C)c1ccc(NC(=O)Nc2ccc(NC(=O)c3ccccc3N)cc2)cc1
    -0.1*	29.0	34.0	3.0*	74.2	48.2	22.6	50.0
COc1cc2c(cc1OC)C1CC(c3ccccc3)=C(c3ccccc3)CN1CC2 (configuration not stated)
    57.2	78.9	62.1	59.7	·	·	66.0	79.6
N#Cc1c(-c2ccccc2)cc(-c2ccccc2)n(CCCCCC(=O)O)c1=O
    100.7	97.2	91.3	89.1	81.6	85.2	91.3	91.2
CCN1C(=O)/C(=C/c2ccc(OC)cc2)SC1=S
    95.6	102.0	105.3	103.3	132.1	131.2	·	111.0
Cc1ccc(Cn2c(N3CCC(C(=O)NCc4cccs4)CC3)nc3ccccc32)cc1
    73.7	8.5*	31.5	100.7	73.9	·	85.0	95.0
Oc1ccc(Nc2ccnc3cc(Cl)ccc23)cc1CN1CCCC1
    70.8	65.7	53.1	86.2	24.8	83.9	67.8	82.5
CCN(Cc1ccc(CN(CC)C(=O)C(Cl)(Cl)Cl)cc1)C(=O)C(Cl)(Cl)Cl
    32.5	·	89.9	82.7	33.1	68.3	98.2	79.2
C(=C/c1nc2ccccc2nc1CCN1CCCCC1)/c1ccc2c(c1)OCO2
    69.2	83.1	89.6	88.4	·	79.5	82.5	80.2
CCCN(CCC)C(=O)CCN1C(=O)/C(=C/c2ccc(O)cc2)SC1=S
    97.3	85.4	99.2	84.5	·	97.1	110.8	99.9
NC(=O)CCCN1C/C(=C\c2ccccc2)C(=O)c2ccccc21
    100.5	109.8	103.4	87.2	84.4	106.2	88.8	95.1
NC(N)=N/N=C\c1cccc(OCc2ccccc2)c1
    69.6	82.2	59.7	84.9	40.9	80.7	79.6	87.9
C#CCNC1CCC(c2csc(C#C)n2)=C1C (configuration not stated)
    -28.1*	-10.0*	·	76.8	-50.6*	24.8	28.2	96.2
O=S(=O)(c1ccccc1)N1CCN(S(=O)(=O)c2ccccc2)CC1
    109.8	121.5	99.5	103.1	97.1	99.5	100.3	92.4
COc1cc(/C=C2\Oc3cc(O)ccc3C2=O)cc(OC)c1
    87.6	73.8	53.5	70.0	97.3	91.1	95.8	73.0
CNC(=O)Cn1c2c(sc1=O)[C@H]1[C@@H](O)[C@@H](O)[C@H](O)[C@@H]1CS2
    ·	·	112.9	98.8	·	97.6	94.9	105.7
O=C(CO)C(O)C(O)C(O)C(O)CO (configuration not stated)
    100.0&106.9	105.1&102.5	96.2&103.0	100.9&98.3	105.2&115.7	·	104.8&104.8	96.1&97.5
Cc1cc2oc(=O)cc(CP(=O)(O)O)c2cc1O
    117.5	103.4	103.2	90.7	100.0	97.1	97.3	99.9
CCN(CC)c1ccc(/C=C2/NC(=O)NC2=O)cc1
    74.1	·	9.0*	11.7	·	1.5*	53.4	59.1
COc1ccc(Cn2cc(C(=O)N=Nc3c(O)[nH]c4ccc(Cl)cc34)nn2)cc1
    108.9	94.7	110.3	101.0	115.5	105.6	112.1	102.7
O=C(CSc1nc2ccccc2c(=O)n1-c1ccccc1)c1cc2cc(Cl)ccc2oc1=O
    88.4	85.2	95.3	86.5	75.2	91.9	73.1	81.0
CC[C@]12C=CCN3CC[C@@]4(c5cc(NC(=O)CCC(=O)O[C@H]6CC[C@H]7[C@@H]8CC[C@H]9CC(=O)CC[C@]9(C)[C@H]8CC[C@]67C)c(OC)cc5N(C)[C@H]4[C@@](O)(C(=O)OC)[C@@H]1OC(C)=O)[C@@H]32
    45.2	9.5*	67.5	81.2	52.4	66.0	95.6	56.7
COc1ccc(-c2nc(SCc3nc4ccccc4[nH]3)nc(Nc3ccc([N+](=O)[O-])cc3)c2C#N)cc1
    89.8	86.5	107.8	81.4	74.5	101.5	104.5	91.3
CCCSc1nnc(-c2c(C)nc3ccc(C)cn23)o1
    77.1	98.6	94.5	70.1	83.8	82.9	81.1	87.6
N#Cc1c(NCc2ccc(N3CCN(c4ccccc4)CC3)cc2)oc(-c2ccccc2)c1-c1ccccc1
    83.9	56.0	87.5	70.8	107.4	93.0	73.6	82.6
C/C(=C1\S/C(=N\O)NC1=O)c1ccc(N)cc1
    102.1	97.9	94.7	97.3	91.1	95.7	85.3	97.7

# A section taken from the entries so far, for reference:
# Each structure is followed by: RPMI-8226	CCRF-CEM	M14	UACC-62	HOP-92	EKVX	HOP-62	A549/ATCC
COc1ccc2[nH]c(O)c(N=NC(=O)Cn3c(-c4ccccc4)nc4cc(Cl)c(Cl)cc43)c2c1
    83.2	99.6	87.2	79.3	79.1	85.4	102.3	90.0
Cc1cccc(NC(=O)Cn2cc(CN3CCN(c4ccnc5cc(Cl)ccc45)CC3)nn2)c1
    63.7	-32.9*	92.5	73.0	56.3	87.7	80.1	94.1
N#C/C(=C\c1ccc[nH]1)c1cc(-c2ccc(Cl)cc2)nn1-c1ccccc1
    26.7	51.4	29.2	55.5	45.9	34.8	62.7	33.8
Nc1nc(N)c2cc(NCc3ccc(Cl)c(Cl)c3)ccc2n1
    -42.0*	-49.2*	-84.0*	-84.0*	·	-78.8*	-85.6*	-90.2*
OCCCc1ccc(Cl)cc1
    106.7	106.7	94.8	104.0	104.7	105.3	94.4	103.5
c1nc2nonc2nc1C12CC3CC(CC(C3)C1)C2
    ·	82.1	80.2	67.5	·	84.4	89.2	89.1
Cn1c(=O)c2[nH]c(SCC(=O)Nc3ccc(C(=O)/C=C/c4ccc(Cl)cc4)cc3)nc2n(C)c1=O
    59.4	75.0	93.6	79.7	48.8	89.8	88.6	88.5

# The listing continues:
# Each structure is followed by: RPMI-8226	CCRF-CEM	M14	UACC-62	HOP-92	EKVX	HOP-62	A549/ATCC
O=C(/C=C\c1cccc(Cl)c1)c1ccc(Cl)cc1
    85.0	102.7	105.8	91.1	113.8	97.9	104.7	94.8
O=C1CCCCN1CCCCC#Cc1ccccc1C#Cc1ccc([N+](=O)[O-])cc1
    2.5*	21.4	59.5	25.8	39.6	74.8	64.9	50.1
O=P(O)(Cc1ccccc1)c1ccccc1
    99.1	101.8	108.0	96.5	93.9	96.0	101.2	98.3
C[C@H]1[C@H](C)CC[C@]2(COC(=O)CCC(=O)O)CC[C@]3(C)C(=CC[C@@H]4[C@@]5(C)CCCNC(C)(C)[C@@H]5CC[C@]43C)[C@H]12
    59.7[100 µM]	73.5[100 µM]	92.0[100 µM]	56.3[100 µM]	-7.3*[100 µM]	71.5[100 µM]	49.1[100 µM]	70.9[100 µM]
Cc1ccc2nc(NC(=O)CSc3nc(Oc4ccccc4)c(C#N)c(-c4ccccc4)n3)sc2c1
    86.4	·	98.1	82.3	96.9	96.6	92.0	95.6
CN(C)S(=O)(=O)c1ccc(S(=O)(=O)Nc2cccc(Cl)c2N2CCCCC2)cc1
    48.0	75.0	-35.4*	57.8	72.4	68.2	87.9	66.9
CCn1c(SCC(=O)N2CCN(c3cc4c(cc3F)c(=O)c(C(=O)O)cn4C3CC3)CC2)nnc1-c1ccc(OC)c(OC)c1
    105.6	114.8	96.5	101.0	115.9	103.8	95.7	89.3
CC(O)CC1CCCC(CC(C)O)N1 (configuration not stated)
    105.7	97.8	103.9	104.6	·	·	101.0	92.0
CNC(=O)c1cc(-n2ccc3cc(NS(=O)(=O)c4ccc(Cl)c(Cl)c4)ccc32)ccn1
    ·	89.5	102.7	67.0	87.8	85.9	107.8	79.7
CCC1NC(=O)C(NC(=O)c2ncccc2O)C(C)OC(=O)C(c2ccccc2)NC(=O)C2CC(=O)CCN2C(=O)C(Cc2ccc(N(C)C)cc2)N(C)C(=O)C2CCCN2C1=O (configuration not stated) (tested in a mixture with another compound)
    34.1	32.0	·	50.9	53.8	41.0	87.7	28.1
N#CC(c1ccc(N)cc1)C(CC(=O)c1ccccc1)c1ccccc1 (configuration not stated)
    80.0	94.0	121.6	104.9	85.2	98.1	97.4	90.2
CCOC(=O)c1c(C)nc2c(c1N)/C(=C/c1ccccc1[N+](=O)[O-])C(=O)N2c1cc(OC)c(OC)c(OC)c1
    90.2	83.9	88.2	80.4	82.4	96.1	95.5	87.5
CC(=O)c1ccc(C)cc1
    113.1	108.3	106.6	105.0	88.3	98.5	107.5	113.8
COc1ccc(C2CC(c3ccc(Nc4nc(Nc5ccccc5)nc(Nc5ccccc5)n4)cc3)=NN2C(C)=O)cc1 (configuration not stated)
    73.7	88.6	106.8	94.3	78.0	131.9	95.2	88.1
O=[N+]([O-])c1ccc(Sc2nc3ccccc3[nH]2)c(Cl)c1
    96.0	·	104.3	97.6	77.4	·	97.8	100.0
COc1ccc(/C(O)=C/c2nc3cccc([N+](=O)[O-])c3[nH]c2=O)cc1
    102.3	98.9	103.5	99.8	114.7	100.1	106.3	110.6
O=C1[C@H]2CCCC[C@H]2C(=O)N1OCc1ccccc1
    ·	·	100.2	108.7	·	·	100.4	105.3
CCOC(=O)c1sc(NC(=O)NC2CCCCC2)nc1C
    97.0	94.2	104.4	74.0	46.1	120.6	·	99.8
Cc1nc2c(=O)[nH]c(N)nc2[nH]c1=O
    100.9	97.5	101.9	93.8	86.3	112.4	89.2	77.3
C/C(=C(\c1ccc(OCCN2CCCCCC2)cc1)c1ccc(OC(=O)c2ccccc2)cc1)c1ccc(Cl)cc1
    13.1	16.0	0.5*	28.4	56.2	68.6	71.7	39.1
C[C@@H](c1ccc2nccn2c1)n1nnc2ncc(-c3cnn(C)c3)nc21
    79.1	87.3	105.2	90.1	83.1	99.5	86.7	83.7
O=[N+]([O-])c1cccc(S(=O)(=O)Nc2ccccc2Cl)c1
    76.2	79.8	83.8	97.3	67.3	92.8	76.2	69.8
CC(=O)c1nn(-c2ccc(Cl)cc2)/c(=N\N=C\c2coc3ccccc3c2=O)s1
    109.8	117.5	87.8	95.4	87.4	97.8	91.1	99.1
CC1(C)c2ccccc2-c2nc3ccccc3cc2C1O (configuration not stated)
    85.3	73.2	·	83.0	85.7	100.1	100.8	108.8
N#C/C(=C\c1cc(Cl)cc(Cl)c1O)c1nc2ccccc2[nH]1
    81.9	89.2	·	95.9	84.9	·	97.5	91.8
CCN=C1C=CC(=C(c2ccc(N)cc2)c2ccc(N(CC)CC)c(C)c2)C=C1
    -30.8*	-19.5*	-42.1*	-36.6*	-40.5*	10.6	9.2*	10.3
COc1ccc2c(c1)c1c(C)c3cnccc3c(C)c1n2C(C)C
    ·	·	53.6	65.8	·	70.5	·	51.3
Cc1nn(-c2ccccc2)c2nc3[nH]c(=O)[nH]c(=O)c3nc12
    ·	·	98.7	103.3	·	110.8	96.6	100.5
C[n+]1cc2cc(C(N)=O)[nH]c3c(=N)c(Cl)c(N)c1c23
    73.0	37.6	59.9	78.0	80.0	101.2	37.9	26.3
N#Cc1c(-c2ccccc2)nc2c(c(-c3ccc(Cl)cc3)nn2-c2ccccc2)c1-c1ccccc1
    102.6	90.9	101.9	89.3	109.7	106.9	105.2	108.9
COC(=O)c1ccc(N=Cc2cc3ccccc3[nH]c2=O)cc1
    111.0	107.5	100.3	99.7	118.6	108.5	104.5	93.8
C=C1CCC(C(C)C)[C@@H]2[C@H]1[C@H]1CC(=C)[C@]3(O)CC[C@@](C)(O3)[C@@H]2O1 (some centres not stated)
    95.5	·	81.4	72.0	22.4	77.7	94.7	92.0
Fc1ccccc1CSc1ncnc2nc[nH]c12
    95.1	117.3	107.9	94.2	122.1	113.3	93.4	103.5
C[N+](C)(C)CCOC(OCC[N+](C)(C)C)(c1ccccc1)c1ccccc1
    106.4	104.7	·	99.3	91.0	110.9	105.8	100.1

# Source: PubChem
